# Screening data as filed in PubChem BioAssay.
# MgcRacGAP inhibition = MgcRacGAP GTPase-activating activity inhibitors, confirmation, biochemical, ADP Hunter fluorescence. MgcRacGAP-stimulated Rac1 GTP hydrolysis, ADP Hunter fluorescence; higher % means a stronger effect; GST-tagged Rac1 F28L mutant substrate. inhibition, % at 30 µM, or IC50 in µM where a hit was titrated. 340,000 tested, 0.6% active. AID 624330;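 active = first-screen hits whose inhibition reached a set limit at any dose in the follow-up dose series; inconclusive = inhibition above the set first-screen limit but never retested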;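 note: fluorescence reports GDP produced by GAP-driven GTP hydrolysis; strong numbers were not always called active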
# PhoP inhibition = inhibitors of PhoP regulon expression, primary screen, Salmonella Typhimurium, GFP reporter (AID 1863); S. Typhimurium PhoP-regulated promoter GFP reporter, 4 h; higher % means a stronger effect; 300,000 tested, 0.16% active; one-dose inhibition, % at 50 µM; IC50 in µM for titrated hits;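 active = inhibition over 29.93%, a cutoff 3 SD above the screen mean, later confirmed by dose response; inconclusive = inhibition over 29.93% but no dose response follow-up; inactive = inhibition at most 29.93% or unconfirmed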;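 note: 0% = low Mg2+ inducing control and 100% = high Mg2+ repressing control; strong numbers were not always called active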
# West Nile virus CPE = inhibition of WNV-induced cytopathic effect – cell-based, CPE readout (AID 1621). West Nile virus-infected cells, CPE inhibition; higher % means a stronger effect. one-dose CPE inhibition, % at 10 µM; IC50 in µM for titrated hits. 290,000 tested, 0.02% active; in the data active = a potency from the dose series; inconclusive = CPE inhibition mostly from about 3.7% at the one dose, without a potency; inactive = the rest, 99 in 100 with CPE inhibition below about 2.2%; note: strong numbers were not always called active
# RSV antiviral HEp-2 = RSV antiviral activity via CPE protection, HEp-2 cells, primary 10 µM value included (AID 2391) | HEp-2 cells, RSV-induced CPE inhibition; higher % means a stronger effect | one-dose CPE inhibition, % at 10 µM; IC50 in µM for titrated hits | 310,000 tested, 0.13% active; in the data active = a potency from the dose series; inconclusive = CPE inhibition mostly from about 23% at the one dose, without a potency; inactive = the rest, 99 in 100 with CPE inhibition below about 21%; note: strong numbers were not always called active
# T cell modulator = T cell immune modulation candidate; 2C CD8+ T cell-vesicle binding, flow cytometry; active compounds read low; calls only at 7 µM; 330,000 tested, 0.068% active; AID 2052;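 active = response, share of CD8 T cells binding vesicles, and their 90th percentile fluorescence all below set limits, cut at about 80% in these data, passing the limit was not always enough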
#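 Material: murine 2C transgenic CD8+ T lymphocytes / Also added: QL9-peptide-loaded Drosophila micro-vesicles bearing Ld, ICAM-1 and B7-1 / Schedule: binding step 1.5 h, 37 °C, antibody labelling 20 min, ice / Signal: flow cytometry, PE anti-B7-1 (FL2) versus Alexa647 anti-CD8 (FL8), PFA-fixed / Evaluation: percent CD8+ FL2 mean versus row control / Benchmarks: naked versus QL9-loaded vesicles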
# SV40 large T antigen = SV40 large T antigen inhibitors, biochemical (AID 1903); SV40 large T antigen ATPase/helicase inhibition assay; higher % means a stronger effect; 310,000 tested, 0.39% active; one-dose inhibition, % at 20 µM; IC50 in µM for titrated hits; in the data active = a potency from the dose series; inconclusive = inhibition mostly from about 32% at the one dose, without a potency; inactive = the rest, 99 in 100 with inhibition below about 32%; note: strong numbers were not always called active
# bCat nuc transl = modulators of beta-catenin nuclear translocation | HeLa beta-catenin nuclear translocation, immunofluorescence imaging | nuclear translocation activity, % at 5 µM | 190,000 tested, 0.3% active | AID 1665;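 active = nuclear translocation activity above 50% at 5 µM, with a well cell count of 50 or more; inconclusive = wells under 50 cells across six images, flagged as toxic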;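 note: per-cell ratio of nuclear to cytoplasmic median beta-catenin stain intensity; plate controls were DMSO negative control for no effect and GSK-3 inhibitor IX positive control for full effect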
#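 assay system = human HeLa cells, endogenous beta-catenin | times = compound treatment 24 h, 37°C, 5% CO2 | detection = Anti-beta-catenin immunofluorescence on PFA-fixed, Triton-permeabilized cells, DAPI nuclei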
# Myeloid diff 2 = promotes myeloid progenitor differentiation. 360,000 tested, 1% active. ER-HoxA9 myeloid progenitors, lysozyme-GFP differentiation, flow cytometry. calls only at 10 µM. AID 624256;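 active = normalized GFP-positive differentiation at or above the plate's own cutoff, the solvent-only control mean plus 3 SD; inconclusive = no clear call, values can overlap the other calls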;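 note: cells exposed to compound for four days before flow analysis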
# WT yeast gro inh = growth inhibition of WT yeast, mitochondrial fusion screen; 190,000 tested, 2.1% active; AID 1362; inhibition, % at 10 µM; mitochondrial fusion phenotypic screen, WT strain; in the data active = inhibition above about 58%; tested in S. cerevisiae
# WT yeast gro inh mutant strain = further read-out of WT yeast gro inh, marked with its call; inhibition, %; mitochondrial fusion phenotypic screen, mutant strain inhibition
# bCat nuc transl cell count 5 µM = also measured in bCat nuc transl; calls as there; cell count; measured here: cell count, cytotoxicity flag
# T cell modulator vesicle-bound % = second read-out of T cell modulator, no call of its own (marks repeat the call); double positive events, %; measured here: CD8+ vesicle-bound cell fraction;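 binding gate set so that unloaded-vesicle control wells show 10% double positive cells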
# Myeloid diff 2 GFP+ MAC1+ % = further read-out of Myeloid diff 2, marked with its call; GFP+ MAC1+ double positive, %; measured here: differentiation confirmed by MAC1 staining
# Active calls of the source: *; i = inactive; ? = inconclusive; / = no result given.
SMILES,MgcRacGAP inhibition,PhoP inhibition,West Nile virus CPE,RSV antiviral HEp-2,T cell modulator,T cell modulator vesicle-bound %,SV40 large T antigen,bCat nuc transl,bCat nuc transl cell count 5 µM,Myeloid diff 2,Myeloid diff 2 GFP+ MAC1+ %,WT yeast gro inh,WT yeast gro inh mutant strain
Cc1ccccc1S(=O)(=O)Cc1ccc(C(=O)NC2CCC(C)CC2)o1 (stereo unspecified),-6%,-5%,0.0%,6.4%,i,16,/,/,/,i,3.9,/,/
CCCCN(C(=O)CSCC(=O)Nc1ccc(C)cc1)c1c(N)n(CCCC)c(=O)[nH]c1=O,2%,5%,/,-1.1%,i,26,4%,/,/,i,0.6,/,/
Cc1ccc(-c2nc(CS(=O)(=O)CC(=O)NC3CCCCC3C)c(C)o2)cc1 (stereo unspecified),2%,-10%,-0.5%,0.9%,i,33,5%,/,/,i,2.5,10,0
C=CCNc1ncnc2c1ncn2C1OC(CO)C(O)C1O (stereo unspecified),0%,-3%,0.4%,3.4%,i,21,19%,4.0,1052,i,0.9,-13,-12
O=C1C=C(c2cccc(Cl)c2)C[C@@H](c2ccc(F)cc2)C1,4%,/,/,2.9%,i,14,/,/,/,i,1.2,/,/
Cc1cc(NC(=O)c2cc(-c3ccccc3Cl)nc3ccccc23)no1,7%,9%,-0.9%,8.4%,i,20,8%,/,/,i,0.3,/,/
Cc1ccc(Cl)cc1NC(=O)CC(O)(C(F)(F)F)C(F)(F)F,7%,-8%,?,17%,i,18,2%,-0.3,1104,i,1.2,45,40
Cc1ccc2cc(C)c(SCC#N)nc2c1,9%,-10%,0.7%,11%,i,48,2%,-2.2,901,i,1.1,12,10
CCOC(=O)N1CCN(CC(=O)Nc2cccc(Br)c2)CC1,7%,-6%,-0.3%,0.8%,i,11,9%,/,/,i,0.7,6,15
FC(F)(F)c1cccc(-c2noc(CN3CCOCC3)n2)c1,6%,4%,-0.2%,0.8%,i,50,16%,0.5,877,i,1.5,-5,10
CC(C)NC(=O)c1cc(=O)n(C)c(=O)n1C,10%,-1%,0.5%,0.9%,i,8,5%,/,/,i,5.9,12,6
CCCCCC(=O)NNC(=O)c1c(O)c2ccccc2n(CC)c1=O,-1%,1%,0.5%,-0.1%,i,57,21%,0.7,1556,i,0.1,-14,-7
COc1ccc(S(=O)(=O)Nc2cc3c4c(c2)CCN4C(=O)CC3)cc1,8%,1%,/,0.3%,i,41,4%,/,/,i,1.5,/,/
CC(=O)Nc1ccc(S(=O)(=O)Nc2cccc(-c3nc4ccccc4o3)c2)cc1,8%,13%,0.0%,9.1%,i,42,4%,7.5,965,i,0.5,4,-17
O=C(CN1C(=O)NC2(CCCCCC2)C1=O)NC1CCCCCCC1,4%,2%,-0.8%,2.7%,i,28,12%,-1.6,1079,i,0.6,-11,13
Cc1ccc(C(=O)N/C(=C\c2cn(C)c3ccccc23)C(=O)NCCCn2ccnc2)cc1,8%,-4%,-0.4%,0.9%,i,36,12%,/,/,i,1.5,/,/
Cc1nc2ccc(NC(=O)c3ccc(Cl)c(NC(=O)c4cccs4)c3)cc2s1,-4%,25%,0.7%,?,i,56,2%,3.8,1375,i,0.1,9,8
O=C(Nc1ccncc1)c1cccc(F)c1,5%,12%,-0.6%,0.4%,i,17,7%,-0.1,1052,i,0.7,16,6
CCN(CC(=O)Nc1c(F)cccc1F)C(=O)c1ccc2c(c1)NC(=O)C(C)S2 (stereo unspecified),2%,-7%,/,0.1%,i,36,11%,/,/,i,0.6,/,/
CCCCC(=O)Nc1ccccc1N1CCN(c2ccccc2)CC1,8%,5%,-1.2%,3.7%,i,19,14%,0.7,1074,i,0.7,18,10
COc1ccc(NC(=O)CSc2nnc(NC(C)=O)s2)c([N+](=O)[O-])c1,1%,9%,-0.2%,2.3%,i,53,-1%,1.2,1513,i,0.2,2,-24
CC(C)CNC(=O)c1cc2nc3c(c(C(F)(F)F)n2n1)CCc1ccccc1-3,5%,8%,-0.3%,7.2%,i,20,10%,/,/,i,0.6,2,4
Cc1cc(C)c(NC(=O)C2CCCO2)c(C)c1NC(=O)C1CCCO1 (stereo unspecified),0%,8%,0.4%,0.1%,i,16,7%,/,/,i,0.5,/,/
N#CCc1nn(-c2ccc(F)cc2)c(N)c1C#N,13%,-9%,0.7%,0.3%,i,35,3%,-1.8,978,i,0.7,-5,11
COc1ccc(N2CCN(C(CNC(=O)C(=O)NCc3ccc4c(c3)OCO4)c3ccco3)CC2)cc1 (stereo unspecified),1%,1%,0.4%,13%,i,43,8%,-3.1,1145,i,0.6,15,-9

# Entries above that have two or more sulfur atoms, in the order listed:
SMILES,MgcRacGAP inhibition,PhoP inhibition,West Nile virus CPE,RSV antiviral HEp-2,T cell modulator,T cell modulator vesicle-bound %,SV40 large T antigen,bCat nuc transl,bCat nuc transl cell count 5 µM,Myeloid diff 2,Myeloid diff 2 GFP+ MAC1+ %,WT yeast gro inh,WT yeast gro inh mutant strain
Cc1nc2ccc(NC(=O)c3ccc(Cl)c(NC(=O)c4cccs4)c3)cc2s1,-4%,25%,0.7%,?,i,56,2%,3.8,1375,i,0.1,9,8
COc1ccc(NC(=O)CSc2nnc(NC(C)=O)s2)c([N+](=O)[O-])c1,1%,9%,-0.2%,2.3%,i,53,-1%,1.2,1513,i,0.2,2,-24

# (cont.)
SMILES,MgcRacGAP inhibition,PhoP inhibition,West Nile virus CPE,RSV antiviral HEp-2,T cell modulator,T cell modulator vesicle-bound %,SV40 large T antigen,bCat nuc transl,bCat nuc transl cell count 5 µM,Myeloid diff 2,Myeloid diff 2 GFP+ MAC1+ %,WT yeast gro inh,WT yeast gro inh mutant strain
COc1ccc(CCn2c(C)cc(C(=O)COC(=O)c3cnc(C)cn3)c2C)cc1,-2%,0%,/,3.7%,i,50,8%,/,/,i,1.1,/,/
Cc1ccc(CNC(=O)c2ccc(N3CCC4(CC3)CC(c3ccccc3)=NO4)c(NC(=O)c3cccc(C)c3)c2)cc1,0%,7%,/,-3.2%,i,20,0%,/,/,i,1.4,/,/
CCOC(=O)c1c(NC(=O)CSc2nc3ccccc3o2)sc(C)c1C,4%,0%,-1.4%,0.6%,i,8,0%,-3.6,1412,i,1.1,14,-18
COc1cc2c(cc1NC(=O)Nc1ccc(F)cc1)oc1ccccc12,-6%,-4%,0.5%,11%,i,46,21%,2.0,917,i,1.2,10,-23
COC(=O)c1ccc(OCC(=O)N2CCCc3ccccc32)cc1,4%,8%,1.7%,0.8%,i,31,8%,/,/,i,0.3,/,/
c1ccc2c(c1)nc1n2CCN1CCN1CCCC1,6%,-4%,-0.7%,1.3%,i,52,7%,/,/,i,0.8,/,/
COc1cc(/C=N\NS(=O)(=O)c2ccccc2)cc(OC)c1OC,11%,3%,-0.4%,1.9%,i,50,6%,/,/,i,0.7,/,/
COC(=O)C1CCN(CCCOc2ccc(CN3CCN(c4ccc([N+](=O)[O-])cc4)CC3)cc2)CC1,12%,15%,1.5%,1.7%,i,59,-2%,-1.9,1039,i,0.0,42,49
O=C(NC(=C(Cl)Cl)S(=O)(=O)c1ccc(Cl)cc1)c1ccccc1,9%,2%,0.2%,-1.1%,i,45,18%,-0.4,1404,i,0.2,/,/
Cc1ccc(S(=O)(=O)NCCC(=O)Nc2cc(S(=O)(=O)N(C)C)ccc2C)cc1C,5%,5%,-0.7%,2.3%,i,37,7%,/,/,/,/,/,/
COc1ccc(-c2csc(NC(=O)CSc3nc(SC)ns3)n2)cc1,3%,-5%,-0.6%,2.4%,i,27,9%,-2.6,1008,i,0.5,35,28

# Reformatted: results already given.
# Value order: MgcRacGAP inhibition | PhoP inhibition | West Nile virus CPE | RSV antiviral HEp-2 | T cell modulator | T cell modulator vesicle-bound % | SV40 large T antigen | bCat nuc transl | bCat nuc transl cell count 5 µM | Myeloid diff 2 | Myeloid diff 2 GFP+ MAC1+ % | WT yeast gro inh | WT yeast gro inh mutant strain
> CCOC(=O)c1c(NC(=O)CSc2nc3ccccc3o2)sc(C)c1C
    4% | 0% | -1.4% | 0.6% | i | 8 | 0% | -3.6 | 1412 | i | 1.1 | 14 | -18
> COc1cc2c(cc1NC(=O)Nc1ccc(F)cc1)oc1ccccc12
    -6% | -4% | 0.5% | 11% | i | 46 | 21% | 2.0 | 917 | i | 1.2 | 10 | -23
> COC(=O)c1ccc(OCC(=O)N2CCCc3ccccc32)cc1
    4% | 8% | 1.7% | 0.8% | i | 31 | 8% | / | / | i | 0.3 | / | /
> c1ccc2c(c1)nc1n2CCN1CCN1CCCC1
    6% | -4% | -0.7% | 1.3% | i | 52 | 7% | / | / | i | 0.8 | / | /
> COc1cc(/C=N\NS(=O)(=O)c2ccccc2)cc(OC)c1OC
    11% | 3% | -0.4% | 1.9% | i | 50 | 6% | / | / | i | 0.7 | / | /
> COC(=O)C1CCN(CCCOc2ccc(CN3CCN(c4ccc([N+](=O)[O-])cc4)CC3)cc2)CC1
    12% | 15% | 1.5% | 1.7% | i | 59 | -2% | -1.9 | 1039 | i | 0.0 | 42 | 49
